AT treatment: qHTS Assay for Identifying a Potential Treatment of Ataxia-Telangiectasia | […] A-T fibroblasts, KAP-1 phosphorylation AlphaLISA; neocarzinostatin DNA damage 30 min before lysis | Potency, µM (series often up to 57.5 µM), for inactives: at the highest dose activation, usual class: activators | actives 0.19% (n = 320,000); note: potency is the fitted concentration of half-maximal effect; % of control where 0% means no effect; nearly all actives have a fitted effect of over 45% in size
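ATM-like activity read as KAP-1 phosphorylation via AlphaLISA donor/acceptor antibody pairs after lysis and 6 hr at 25C. Cells were ATM-null patient fibroblasts ([…], hTERT), dosed 60 min, then exposed to the DSB inducer NCS for 30 min.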
TRPV1 ag: HTS Assay for Compounds that Act as Agonists of the Vanilloid Receptor 1; activation, % at 8.33 µM; actives 0.19% (n = 320,000); TRPV1-expressing cells, Fluo-8 calcium influx, agonist mode; in the data active = activation above about 80%; inconclusive = between about 30% and that limit; note: 0% is about no effect
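TRPV1-expressing cells were cultured overnight at 35.5C and loaded with Fluo-8 calcium dye for 40 to 90 min at room temperature. After a 10 s baseline, compound was added and calcium influx was read kinetically for 3 min (ex 480/em 520 nm).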
TCR act: Activators of T cell receptors: qHTS campaign | primary human leukocytes, anti-CD3, IL-2 HTRF, 48 h | Potency, µM (titrated, usually from 9.22 µM), inactives show top-dose activation of IL-2 secretion, usual class: activators | 330,000 tested, under 10 active; note: % of control where 0% means no effect
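48 hr co-incubation of compounds, a-CD3 beads and primary human leukocytes; IL-2 quantified homogeneously by HTRF with anti-IL-2 K and d2 conjugates.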
Mito fusion yeast: qHTS Assay for Small Molecule Inhibitors of Mitochondrial Division or Activators of Mitochondrial Fusion; actives 0.23% (n = 320,000); Potency, µM (doses to about 46.1 µM), for inactives: at the highest dose growth rescue (activation), most hits filed as activators; AID 485298, 2010; S. cerevisiae fusion-defective mutant growth rescue, CellTiterGlo 48 h;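 note: potency is the fitted concentration of half-maximal effect; % of control where 0% means no effect; nearly all actives have a fitted effect of over 45% in size; temperature-sensitive fusion mutants such as fzo1-1 at 37 °C on non-fermentable ethanol glycerol medium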
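Read-out: ATP-based luminescence (CellTiterGlo, 10 min ambient) reporting growth of fusion-defective ts yeast after 48 hours at 37C on glycerol/ethanol YPEG medium in the presence of compound.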
TSHR antagonist: Antagonists of the Thyroid Stimulating Hormone Receptor: HTS campaign; TSHR-expressing cells, TSH-stimulated cAMP HTRF, 2 h; hits give low values; activity change, negative = inhibition, % at 11.5 µM; AID 504810, 2011; actives 0.2% (n = 330,000);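 active = activity change below a set negative limit, meaning inhibition stronger than a set level, cut at about -70% in these data; inconclusive = activity change between two set negative limits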; note: % is set by controls: 0 for no effect and ±100 for the full control effect
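Freshly harvested TSHR cells receive pin-tooled compound, then EC80 TSH at 4nM final. After 2 hours at 37 deg C, antibody in lysis buffer and cAMP-d2 are added; 30 minutes at ambient temperature precede the HTRF read.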
KCNH2 WT inh: qHTS for Inhibitors of KCHN2 3.1: Wildtype qHTS. activity change, % at 1.84 µM. Voltage-gated inwardly rectifying potassium channel KCNH2 (Homo sapiens), Q12809. U2OS, BacMam KCNH2, thallium flux FluxOr; hits give low values. actives 0.37% (n = 340,000);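 active = maximum activity change below -70%; inconclusive = maximum activity change between -70% and -50%; inactive = maximum activity change above -50%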; note: % is set by controls: 0 for no effect and ±100 for the full control effect
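U2OS cells were transduced with wild-type KCNH2 virus (2.03 x 10^8 / mL) for 4 h at room temperature, then cultured overnight at 37 C. Thallium flux was read with FluxOr dye. Rate constants were normalized to DMSO controls.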
ELG1 DNA repair: qHTS screen for small molecules that inhibit ELG1-dependent DNA repair in human embryonic kidney (HEK293T) cells expressing luciferase-tagged ELG1 | HEK293T ELG1-luciferase reporter, luminescence, 16 h; DNA damage induced by 5-fluorouridine | Potency, µM (titrated, usually from 46.1 µM), for the others: at the top dose activity change, negative = inhibition, hits mostly inhibitors | actives 2.3% (n = 330,000); note: potency is the fitted concentration of half-maximal effect; % is set by controls: 0 for no effect and ±100 for the full control effect; nearly all actives have a fitted effect of over 55% in size
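Luminescence from the luciferase reporter, measured 30 min after ONE-Glo reagent at room temperature, was the read-out. Beforehand, 2,000 cells per well were exposed for 16 hr at 37 °C to 5-fluorouridine together with compound or vehicle.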
USP2a block: qHTS Assay for Inhibitors of Ubiquitin-specific Protease USP2a Using CHOP2 as the Reporter; Potency, µM (titrated, usually from 38.3 µM), for inactives: top-dose activity change, negative = inhibition, actives largely listed as inhibitors; actives 0.01% (n = 330,000); USP2 core, Ub-CHOP2 coupled fluorogenic reporter, 485/531; Ubiquitin carboxyl-terminal hydrolase 2 (Homo sapiens), O75604;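 note: potency is the fitted concentration of half-maximal effect; plate controls were DMSO wells for no effect and full inhibition by NEM control for full effect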
Target sequence (O75604 whole entry, looked up): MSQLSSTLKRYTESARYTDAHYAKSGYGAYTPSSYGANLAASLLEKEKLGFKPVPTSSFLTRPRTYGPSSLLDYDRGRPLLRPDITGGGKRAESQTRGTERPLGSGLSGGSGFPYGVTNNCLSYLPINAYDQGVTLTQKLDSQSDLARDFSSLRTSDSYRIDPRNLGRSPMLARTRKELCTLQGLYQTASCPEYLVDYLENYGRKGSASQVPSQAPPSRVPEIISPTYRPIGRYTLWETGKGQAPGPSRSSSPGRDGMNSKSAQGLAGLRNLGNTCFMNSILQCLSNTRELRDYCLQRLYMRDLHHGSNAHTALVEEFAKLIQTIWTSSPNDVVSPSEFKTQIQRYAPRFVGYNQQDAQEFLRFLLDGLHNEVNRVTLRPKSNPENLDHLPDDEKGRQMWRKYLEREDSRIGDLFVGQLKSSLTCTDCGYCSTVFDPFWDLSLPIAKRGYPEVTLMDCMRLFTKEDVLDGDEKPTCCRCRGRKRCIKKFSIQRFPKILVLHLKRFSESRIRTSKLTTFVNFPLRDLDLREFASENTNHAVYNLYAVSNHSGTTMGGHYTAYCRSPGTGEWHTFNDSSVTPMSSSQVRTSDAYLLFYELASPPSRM
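USP2 core (10nM final) preincubated 30min RT with compound in 20mM Tris-HCl pH 8.0, 2mM CaCl2, 2mM beta-mercaptoethanol, 0.05% CHAPS; 25nM Ub-CHOP2 plus 25nM reporter substrate added, fluorescence (Ex485/Em531) read after 60min.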
KCNH2 3.1 inh: qHTS for Inhibitors of KCHN2 3.1: Mutant qHTS; Potassium voltage-gated channel subfamily H member 2, brain isoform KCNH2 3.1 (human); U2OS KCNH2 3.1, thallium flux FluxOr; hits give low values; activity change, % (tested at about 1.8 µM); actives 0.95% (n = 340,000); AID 720553, 2013;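 active = maximum activity change below -70%; inconclusive = maximum activity change from -70% to -50%; inactive = maximum activity change above -50%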;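 note: thallium influx rate constant from kinetic fluorescence after stimulation buffer; % is set by controls: 0 for no effect and ±100 for the full control effect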
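Virally transduced U2OS (3.1 isoform, 4 h infection in dark at RT) → overnight 37 C → FluxOr + Red40 in HBSS/HEPES, 45 min → stimulation buffer, 2 min kinetic read → rate constant vs DMSO controls.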
Eya2 phos inh: qHTS Assay for Inhibitors of the Phosphatase Activity of Eya2; Protein phosphatase EYA2 (Homo sapiens), O00167; recombinant Eya2, OMFP fluorescence dephosphorylation (OMFP is methylfluorescein phosphate); Potency, µM (highest dose often 76.9 µM), without a hit: top-dose activity, negative = inhibition, hits mostly inhibitors; actives 0.006% (n = 330,000); AID 488837, 2010; note: potency is the fitted concentration of half-maximal effect; % is set by controls: 0 for no effect and ±100 for the full control effect
Target sequence (O00167 whole entry, looked up): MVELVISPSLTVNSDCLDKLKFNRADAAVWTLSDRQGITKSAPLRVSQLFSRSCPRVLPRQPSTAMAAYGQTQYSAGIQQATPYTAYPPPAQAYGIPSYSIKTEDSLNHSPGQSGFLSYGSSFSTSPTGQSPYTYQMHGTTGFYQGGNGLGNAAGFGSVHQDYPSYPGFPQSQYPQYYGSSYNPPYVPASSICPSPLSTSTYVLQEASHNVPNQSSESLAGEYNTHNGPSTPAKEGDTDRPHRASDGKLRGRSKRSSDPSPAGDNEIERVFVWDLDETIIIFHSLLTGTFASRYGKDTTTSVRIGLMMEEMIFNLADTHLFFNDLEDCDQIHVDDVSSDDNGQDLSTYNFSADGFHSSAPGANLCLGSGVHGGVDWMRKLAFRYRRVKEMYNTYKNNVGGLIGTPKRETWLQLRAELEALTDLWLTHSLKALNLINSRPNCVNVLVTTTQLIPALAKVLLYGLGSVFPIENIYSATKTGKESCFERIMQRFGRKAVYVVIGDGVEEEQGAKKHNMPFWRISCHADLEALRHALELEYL
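Eya2 (0.2 uM) preincubated 10 min at ambient with compound, then OMFP substrate added at 50 uM; 10 min reaction in 50 mM HEPES pH 7.5, 50 mM NaCl, 5 uM MgCl2, 0.05% BSA, 1 mM DTT. Fluorescence read at Ex 485/Em 525 nm.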
The depositor's hits bear a star; ? = inconclusive; nt = not tested or not shown; & = joins results of further samples; [ ] = remark or other dose. Unless noted, calls come from the whole dose curve; as a rule, active = well fitted curve in the direction sought with a large enough effect; inconclusive = small, poorly fitted or top-dose-only effect, or another doubt; inactive = no such curve, though single readings can be large; an effect the other way counts as inactive or inconclusive.

Results follow in this order: KCNH2 3.1 inh	ELG1 DNA repair	KCNH2 WT inh	USP2a block	Mito fusion yeast	TRPV1 ag	TSHR antagonist	AT treatment	Eya2 phos inh	TCR act
> Cc1ccc(C)c(S(=O)(=O)N2CCN(C(=O)c3ccc(OCc4c(C)noc4C)cc3)CC2)c1
→ -19	16µM*	-5	-4%	4%	-1	-6	0%	26%	4%
> Cc1nn(CC(=O)NCCN2CCOCC2)c(C)c1[N+](=O)[O-]
→ 1	2%	0	3%	7%	0	22	14%	-32%	1%
> Cc1ccc(-c2ccc(=O)n(CC(=O)NCCC(C)C)n2)cc1
→ 1	15%	5	0%	3%	23	-2	-5%	0%	2%
> CCCNC(=O)C12CCC(C)(c3nc4cc(C)c(C)cc4nc31)C2(C)C (stereo not drawn)
→ 30	-9%	-6	-2%	-4%	?	14	1%	3%	nt
> COc1ccc(/C=N/NC(=O)c2ccccc2Cl)cc1CSc1nc2ccccc2s1
→ 16	-1%	14	2%	10%	?	1	4%	3%	4%
> Cn1cccc1/C=N\NC(=O)C1COc2ccc(C(C)(C)C)cc2O1 (stereo not drawn)
→ 6	-19%	-17	-10%	13%	?	-9	-2%	-11%	0%
> O=c1cc(CSc2n[nH]c(=O)n2C2CC2)c2ccc(O)cc2o1
→ -18	0%	-20	1%	3%	-3	-3	-5%	-5%	5%
> Cc1cc(NC(=O)c2ccccc2)nc(C)n1
→ -11	15%	-6	0%	-7%	4	7	3%	?	1%
> CCN1CCN(c2ccc(NC(=O)c3cccc(N4CCCC4=O)c3)cc2)CC1
→ 4	?	3	1%	3%	-1	-16	1%	-13%	7%
> COc1cc(C(=O)NCC(c2ccco2)N2CCCC2)ccc1OCc1c(C)noc1C (stereo not drawn)
→ -7	-11%	2	-1%	-4%	2	-4	1%	-18%	3%
> O=C(/C=C/c1cccc([N+](=O)[O-])c1)N1CCN(c2ccccc2F)CC1
→ -38	-6%	-1	-3%	21%	17	2	-9%	2%	-4%[46.1 µM]
> CCC(C(=O)OCC(=O)N1CCN(S(=O)(=O)c2ccc(C)cc2C)CC1)c1ccccc1 (stereo not drawn)
→ -21	?	-13	4%	15%	-2	-20	-1%	5%	-9%
> O=C(OCCN1CCOCC1)c1ccccc1
→ 5	11%	-16	2%	1%	-2	-11	-3%	-1%	6%
> COC(=O)CCCCC(=O)C1C(=O)CC(C)(C)C(C(=O)OC)C1=O (stereo not drawn)
→ 3	6%	2	4%	4%	1	4	11%	-9%	5%
> Cc1ccc(NC(=O)CCC2CC(C)(C)OC2=O)cc1 (stereo not drawn)
→ 0	10%	0	1%	30%	13	7	2%	9%	-3%
> COc1ccccc1C1C(C(=O)c2ccc(C)o2)=C(O)C(=O)N1c1cc(C)on1 (stereo not drawn)
→ -5	-4%	-2	3%	-1%	-1	5	8%	1%	-1%
> O=C(Nc1ccc(S(=O)(=O)N2CCCC2)cc1)c1ccc(Br)o1
→ 4	-1%	-2	0%	19%	30	-13	-10%	-7%	-4%
> Cc1cccc2nc(-c3ccco3)c(Nc3ccccc3)n12
→ -3	?	2	-2%	27%	4	-8	3%	-15%	2%
> Cn1c(=O)n(C)c2cc(NS(=O)(=O)c3ccc4c(c3)CCCC4)ccc21
→ -1	61%	3	4%	-1%	7	-6	-7%	9%	-1%
> CCC(C)(NC(=O)Cc1c[nH]c2ccccc12)C(=O)NC1CCCCC1 (stereo not drawn)
→ 11	10%	-4	6%	-1%	4	4	-5%	1%	1%[46.1 µM]

Of the compounds above, 2 have a nitro group on carbon:
Results follow in this order: KCNH2 3.1 inh	ELG1 DNA repair	KCNH2 WT inh	USP2a block	Mito fusion yeast	TRPV1 ag	TSHR antagonist	AT treatment	Eya2 phos inh	TCR act
> Cc1nn(CC(=O)NCCN2CCOCC2)c(C)c1[N+](=O)[O-]
→ 1	2%	0	3%	7%	0	22	14%	-32%	1%
> O=C(/C=C/c1cccc([N+](=O)[O-])c1)N1CCN(c2ccccc2F)CC1
→ -38	-6%	-1	-3%	21%	17	2	-9%	2%	-4%[46.1 µM]

(more compounds)
Results follow in this order: KCNH2 3.1 inh	ELG1 DNA repair	KCNH2 WT inh	USP2a block	Mito fusion yeast	TRPV1 ag	TSHR antagonist	AT treatment	Eya2 phos inh	TCR act
> Cc1ccccc1CN1CCN(C(C)C(=O)NCc2ccccc2)CC1 (stereo not drawn)
→ 18	-13%	42	0%	13%	3	13	4%	-2%	4%
> CC(OC(=O)c1cc2ccccc2cc1O)C(=O)Nc1ccc(S(N)(=O)=O)cc1 (stereo not drawn)
→ 6	-7%	-2	1%	0%	?	3	3%	-6%	-7%
> O=C(O)C1=CC(=C(c2ccc(O)c(C(=O)O)c2)c2ccc(O)c(C(=O)O)c2)C=CC1=O
→ nt	3%	nt	1.1µM*	13µM*	-1	-16&-1	25%	?	nt
> Cc1ccc(S(=O)(=O)CCC(=O)Nc2cccc(Cl)c2)cc1
→ 5	16%	-7	1%	-2%	10	-1	-14%	-4%	-1%
> CC(=O)c1ccc(Nc2nc(NCCO)nc(OC(C(F)(F)F)C(F)(F)F)n2)cc1
→ -3	?	1	3%	-3%	26	-11	-1%	1%	0%[46.1 µM]
> Cc1nn(CCC#N)c2nc(C(F)(F)F)[nH]c(=O)c12
→ 15	-1%	6	2%	-2%	0	2	-1%	-7%	-1%
> COc1ccc(S(=O)(=O)Nc2nccs2)cc1OC
→ 7	14%	3	8%	1%	4	-4	0%	-17%	7%
> Cc1cc(C)c2oc(C(=O)N3CCN(Cc4ccccc4)CC3)cc(=O)c2c1
→ -9	-8%	-1	-1%	-21%	14	-8	3%	6%	0%
> O=C(Cc1ccccc1[N+](=O)[O-])N1CCN(c2ccccc2F)CC1
→ -7	?	3	0%	-1%	?	15	-3%	-20%	2%[46.1 µM]
> COC(=O)c1cccc(NC(=O)Cc2nc(-c3ccccc3)sc2-c2ccc(C)cc2)c1
→ -1	?	25	-2%	1%	?	-3	13%	11%	-4%[46.1 µM]
> COc1cc(NS(=O)(=O)c2cc(C(=O)N3CCN(C(C)=O)CC3)ccc2OC)cc(OC)c1
→ 6	9%	1	1%	1%	-2	-1	5%	10%	4%
> COc1ccc(NC(=O)c2ccccn2)cc1
→ -3	?	7	-1%	-7%	29	3	1%	-25%	0%
> COc1ccc(CNC(=O)N2CCc3ccccc3C2)cc1
→ 1	30%	14	-1%	2%	?	2	-6%	-8%	7%
> CC(C)(C)C(=O)C(Cc1ccccc1)n1cncn1 (stereo not drawn)
→ -11	13%	30	0%	2%	-2	0	4%	16%	-15%
> CN(NC(N)=O)c1ncc(C(F)(F)F)cc1Cl
→ -10	13%	-5	0%	2%	nt	-8	14%	6%	4%
> Cc1ccc(C(=O)Nc2ncc(Cc3ccccc3)s2)o1
→ -20	?	2	-6%	-4%	?	-5	-2%	-11%	4%
> O=S(=O)(NN1CCOCC1)c1ccc(Cl)s1
→ 10	4%	-1	0%	3%	-3	-7	0%	-9%	8%
> Cc1nnc(SCC(=O)N2CC(=O)Nc3ccccc32)s1
→ -1	-8%	-10	0%	-10%	-2	3	7%	-1%	1%
> COc1ccc(-n2ncc3c2CC(C)(C)CC3NC(=O)C2CCN(C(C)=O)CC2)cc1 (stereo not drawn)
→ 17	27%	13	3%	0%	1	4	2%	0%	-3%
> O=C(/C=C/c1ccccc1)NCCN1CCOCC1
→ 12	16%	-3	1%	0%	-7	21	-1%	7%	1%[46.1 µM]
> CCOC(=O)N1CCN(C(=O)Nc2ccc(Cl)cc2)CC1
→ -2	15%	11	-2%	2%	18	-11	8%	15%	-3%
> CCOc1ccc(/C=N/NS(=O)(=O)c2ccc(C)cc2)cc1OC
→ 13	-12%	0	-1%	-3%	3	5	-12%	-1%	-4%
> COC(=O)c1ccc2c(=O)n(NC(=O)C(c3ccccc3)c3ccccc3)c(=S)[nH]c2c1
→ 5	26µM*	-31	-1%	0%	-2	-12	-7%	1%	1%
> O=C(COC(=O)C1CCN(c2ccc(C(F)(F)F)cn2)CC1)c1ccc(F)cc1
→ -78*	18%	-44	-5%	8%	0	-19	nt	-23%	-3%
> COCCCNC(=O)c1c(N)n(/N=C/c2cccnc2)c2nc3ccccc3nc12
→ 4	?	-1	4%	13%	0	-9	1%	-5%	3%
> Cc1cc(OC(F)F)ccc1NC(=S)NCCc1ccccc1
→ nt	-8%	-4	-1%	-3%	14	47	2%	15%	3%
> O=C(Nc1ccc(NC(=O)C2CC2)nc1)c1ccccn1
→ -12	?	-7	7%	1%	3	-2	-1%	-1%	-2%

Only part of the results is shown. The share of hits here may be higher or lower than overall.
